Compound activity (PubChem)
ZTA DNA inh: blocks Epstein-Barr virus ZTA, an EBNA-1 counter-screen. inhibition, % at 11 µM. 320,000 tested, 0.15% active. ZTA-DNA binding, fluorescence polarization; in the data active means inhibition above about 33%
Target sequence (P03206 whole entry, looked up): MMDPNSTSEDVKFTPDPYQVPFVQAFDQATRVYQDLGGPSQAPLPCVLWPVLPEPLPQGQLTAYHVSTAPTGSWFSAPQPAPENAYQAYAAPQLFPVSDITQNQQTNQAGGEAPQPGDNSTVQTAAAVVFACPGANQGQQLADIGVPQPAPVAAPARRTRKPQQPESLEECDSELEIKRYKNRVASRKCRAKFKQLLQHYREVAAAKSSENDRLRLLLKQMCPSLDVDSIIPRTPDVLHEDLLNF
PAD4 FP inh: blocks human protein arginine deiminase 4; recombinant PAD4, RCA probe fluorescence polarization; inhibition, % at 6.36 µM; 330,000 tested, 0.41% active;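 active means percent inhibition above a cutoff equal to the mean of all tested compounds plus 3 SD, cut at about 15% in these data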;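 further: 0% = PAD4 with RCA probe and DMSO and 100% = probe without PAD4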
LYPLA1 inh: blocks human lysophospholipase 1, a PME1 counter-screen; O75608; recombinant LYPLA1, FP-Rh probe fluorescence polarization; inhibition, % at 5.9 µM; 320,000 tested, 0.16% active;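 active means inhibition above the mean of all tested compounds plus 3 SD, set per campaign, cut at about 14% in these data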;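 further: inhibitors block serine hydrolase probe labeling of LYPLA1 so polarization falls; 0% = enzyme with DMSO and 100% = wells lacking LYPLA1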
Target sequence (O75608 whole entry, looked up): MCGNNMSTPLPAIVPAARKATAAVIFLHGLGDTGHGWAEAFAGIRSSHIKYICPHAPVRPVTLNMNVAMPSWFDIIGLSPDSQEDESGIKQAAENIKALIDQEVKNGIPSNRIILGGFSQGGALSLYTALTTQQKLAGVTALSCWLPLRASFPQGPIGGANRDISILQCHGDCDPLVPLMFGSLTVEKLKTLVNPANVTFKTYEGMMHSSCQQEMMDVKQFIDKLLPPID
GSTO1 inh: GSTO1 inhibition, counter-screen for RBBP9 inhibitors | P78417 | 300,000 tested, 1.1% active | recombinant GSTO1, activity-based probe fluorescence polarization | inhibition, % at 5.96 µM;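 active means inhibition above the campaign mean inhibition plus 3 SD, cut at about 35% in these data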;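 further: 0% = GSTO1-1 with DMSO and 100% = wells lacking GSTO1-1 enzyme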
PREPL inhibitor: human PREPL enzyme inhibition; Q4J6C6; recombinant PREPL, fluorescence polarization activity-based probe; inhibition, % at 5.96 µM; 320,000 tested, 0.68% active; in the data active means inhibition above about 43%;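 further: 0% = enzyme with DMSO and 100% = wells lacking enzyme; many of its hits are not listed in these tables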
EBNA-1 inh: blocks EBNA-1 binding to DNA. EBNA-1 DNA binding, fluorescence polarization. inhibition, % at 14.8 µM. 300,000 tested, 0.34% active; in the data active means inhibition above about 28%
PAFAH1B3 inh: blocks human PAF acetylhydrolase 1B catalytic subunit 3; 340,000 tested, 0.28% active; recombinant PAFAH1B3, FP-rhodamine probe, fluorescence polarization; inhibition, % at 3.39 µM; Q15102; AID 492972;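 active means inhibition above the screen-wide average of all tested compounds plus 3 SD, cut at about 25% in these data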;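 further: 0% = enzyme with DMSO only and 100% = wells lacking PAFAH1B3 protein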
Target sequence (Q15102 whole entry, looked up): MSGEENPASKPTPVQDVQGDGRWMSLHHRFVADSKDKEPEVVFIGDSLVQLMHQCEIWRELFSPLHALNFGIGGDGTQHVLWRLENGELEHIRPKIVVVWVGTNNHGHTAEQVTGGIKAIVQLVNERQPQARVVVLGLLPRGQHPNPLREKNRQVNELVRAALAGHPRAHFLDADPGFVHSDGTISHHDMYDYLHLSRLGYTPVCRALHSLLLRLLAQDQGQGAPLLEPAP
PAFAH2 FP inh: inhibitors of human PAFAH2. Q99487. recombinant PAFAH2, FP-rhodamine activity probe, fluorescence polarization. inhibition, % at 3.39 µM. 340,000 tested, 0.99% active;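 active means inhibition above the mean over all tested compounds plus 3 SD, cut at about 30% in these data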;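 further: inhibitors block probe labeling of enzyme so polarization drops; 0% = enzyme with DMSO and 100% = wells lacking PAFAH2 protein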
LYPLA2 counter: LYPLA2 (human) inhibition in PME1 counter-screen | O95372 | recombinant LYPLA2, FP-Rh probe fluorescence polarization | inhibition, % at 5.9 µM | 320,000 tested, 0.38% active | AID 2177;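 active means inhibition above the screen-wide mean plus 3 SD, limit set per campaign, cut at about 26% in these data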;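 further: 0% = LYPLA2 with DMSO and 100% = wells lacking LYPLA2 enzyme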
Target sequence (O95372 whole entry, looked up): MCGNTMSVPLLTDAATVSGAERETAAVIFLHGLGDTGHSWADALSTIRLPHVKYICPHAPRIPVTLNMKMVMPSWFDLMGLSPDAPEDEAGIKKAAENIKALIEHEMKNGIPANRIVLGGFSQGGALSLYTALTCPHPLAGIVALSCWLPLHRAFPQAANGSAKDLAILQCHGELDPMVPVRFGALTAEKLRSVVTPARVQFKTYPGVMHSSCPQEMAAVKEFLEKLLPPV
* = called active by the depositor; . = no result given. Only part of the results is shown; rates above refer to the full screens.

SMILES	ZTA DNA inh	PAD4 FP inh	LYPLA1 inh	GSTO1 inh	PREPL inhibitor	EBNA-1 inh	PAFAH1B3 inh	PAFAH2 FP inh	LYPLA2 counter
COc1ccc(C(=O)NCC(c2ccco2)N2CCc3ccccc3C2)cc1 (configuration not stated)	-11.6	-2.7	2.0	13.9	-14.9	-3.2	7.4	3.6	4.6
CN(CC(=O)NC1CCCCCC1)S(=O)(=O)c1ccccc1	-3.4	-5.6	-2.6	3.3	-0.7	6.0	-0.6	2.7	-5.8
COc1ccc(N2CC(C(=O)Nc3nc4ccc(S(C)(=O)=O)cc4s3)CC2=O)cc1 (configuration not stated)	-21.3	-3.9	0.0	-0.1	12.5	-4.9	-2.7	4.1	3.2
Cc1cnc(C(=O)OCC(=O)c2ccc(F)c(F)c2)cn1	8.1	-2.7	-1.1	0.5	-6.6	6.1	0.8	1.7	-7.9
O=C(NCc1cccnc1)Nc1ccc2c(c1)OCO2	-12.3	-2.1	7.2	8.8	-3.1	8.4	1.3	4.8	8.4
Oc1ccccc1NCC(O)Cn1ccc2ccccc21 (configuration not stated)	-33.0	-5.9	-7.5	66.0*	45.4*	-2.2	5.7	-4.2	6.6
CC(=O)COC(=O)c1cc(-c2ccc(C)cc2)nc2ccccc12	-3.0	-0.5	-4.0	4.1	1.8	5.0	-2.7	1.8	-2.0
Cc1ccc(NC(=O)CCc2ccccc2)cc1S(=O)(=O)N1CCOCC1	.	-7.0	.	.	13.4	.	4.9	2.9	.
CN1CCN(C(=O)CCCOc2cc(=O)n(C)c3ccccc23)CC1	12.7	-0.4	0.2	-3.6	0.5	7.4	-1.3	-9.7	-0.5
O=C1CN(C(=O)COc2ccccc2)CCN1	-4.8	-2.3	1.5	1.2	-3.4	-2.9	-4.0	2.5	0.0
COC(=O)c1ccc(S(=O)(=O)N2CCN(C(c3ccccc3)c3ccccc3)CC2)n1C	-4.2	3.2	-1.3	-3.0	10.0	2.3	3.2	0.7	-5.9
O=C1Nc2ccccc2C12OCC(COc1ccc(Cl)cc1)O2 (configuration not stated)	4.8	2.9	-1.2	-3.9	-83.7	7.0	1.5	-5.8	-2.6
CC(C)C(C)(C#N)NC(=O)CSc1ncnc2sc(-c3ccccc3)cc12 (configuration not stated)	-10.2	-6.1	-5.4	-8.8	-29.8	-8.8	2.8	-1.5	-7.2
CN(c1ccccc1)S(=O)(=O)c1ccc(C(=O)N2CCN(c3ccccc3F)CC2)cc1	.	-0.6	.	.	-11.6	.	5.6	1.5	.
CC1(C)CC(=O)C(C(c2ccco2)C2C(=O)CC(C)(C)CC2=O)C(=O)C1	6.5	-0.3	0.6	0.3	9.5	2.2	6.7	-4.0	5.1
CCOC(=O)c1ccc(NC(=O)CN2CCN(c3ccccc3)CC2)cc1	10.2	-4.7	3.9	-1.0	-33.5	-9.9	2.6	-3.7	-0.6
CCCCn1nnnc1SCC(=O)Nc1ccc2c(c1)OCCO2	19.9	1.9	1.3	3.0	-1.0	-2.2	-6.8	-7.0	8.8
O=C(NCc1cccs1)C1CCC(=O)N1C1CCCCC1 (configuration not stated)	5.0	0.4	0.0	2.1	5.2	1.0	6.1	6.3	-2.2
O=S(=O)(Nc1nc2ccccc2nc1Cl)c1ccc2c(c1)OCCO2	9.7	2.7	-0.1	0.9	2.0	-3.8	11.1	6.5	4.6
O=C(COC(=O)C1(c2ccccc2F)CCCC1)NCc1cccs1	7.8	-2.1	-0.3	4.6	-4.5	4.2	11.0	3.4	2.4
CCOC(=O)c1c(S(=O)(=O)NCC(=O)Nc2ccc(F)cc2)c(C)n(C)c1C	-11.1	-1.8	2.3	-10.1	12.6	-9.1	-3.8	1.8	1.6
Cc1onc(-c2c(F)cccc2Cl)c1C(=O)NC(=S)Nc1c(C)n(C)n(-c2ccccc2)c1=O	5.7	1.4	-1.2	5.7	-7.8	-4.8	-1.8	0.1	-2.4
COc1ccc(OC)c(S(=O)(=O)N(C)CC(=O)O)c1	0.0	3.9	3.4	-4.7	3.0	8.8	5.3	-4.9	9.3
CC1(C)CC(Cc2nc(=S)[nH][nH]2)C(=O)O1 (configuration not stated)	7.8	-2.6	-1.2	7.3	9.4	13.0	2.1	-5.5	-4.3
Cc1ccc(NC(=O)NC(=O)CSc2nnnn2C)c(C)c1	11.5	0.2	-0.4	-0.7	9.9	0.0	-4.6	10.7	10.0
O=C(NCc1ccccc1)C1=C[C@@H](c2ccccc2)C[C@@H](OCCCCO)O1	6.3	-0.2	1.4	9.9	-2.1	-2.4	3.9	4.7	-1.6
CN(C)S(=O)(=O)c1ccc(N2CCCC2)c(C(=O)NNC(=O)COc2ccc(Cl)cc2)c1	-1.1	2.6	-0.1	-1.4	12.1	8.7	0.9	2.7	8.7
CC(C)(C)c1ccc(-c2n[nH]c(=S)n2CCCN2CCOCC2)cc1	-19.8	-2.0	-0.2	-6.6	-0.9	-0.7	6.8	9.4	1.4
Cc1ccc(C(=O)OCC(=O)N(CCc2ccccc2)Cc2ccccc2)cc1S(=O)(=O)N1CCOCC1	-6.0	2.6	-3.3	1.1	11.0	7.4	-0.4	-2.2	1.7
COC(=O)CCC(=O)OC1(C)C(=O)C2=CN(C(CO)CO)C(c3ccc(OC)cc3)=CC2=C(Br)C1=O (configuration not stated)	-2.4	-2.0	0.5	48.7*	58.4*	-4.0	.	.	-2.0

The final 4 records of the section before are carried over, then new ones follow:
SMILES	ZTA DNA inh	PAD4 FP inh	LYPLA1 inh	GSTO1 inh	PREPL inhibitor	EBNA-1 inh	PAFAH1B3 inh	PAFAH2 FP inh	LYPLA2 counter
CN(C)S(=O)(=O)c1ccc(N2CCCC2)c(C(=O)NNC(=O)COc2ccc(Cl)cc2)c1	-1.1	2.6	-0.1	-1.4	12.1	8.7	0.9	2.7	8.7
CC(C)(C)c1ccc(-c2n[nH]c(=S)n2CCCN2CCOCC2)cc1	-19.8	-2.0	-0.2	-6.6	-0.9	-0.7	6.8	9.4	1.4
Cc1ccc(C(=O)OCC(=O)N(CCc2ccccc2)Cc2ccccc2)cc1S(=O)(=O)N1CCOCC1	-6.0	2.6	-3.3	1.1	11.0	7.4	-0.4	-2.2	1.7
COC(=O)CCC(=O)OC1(C)C(=O)C2=CN(C(CO)CO)C(c3ccc(OC)cc3)=CC2=C(Br)C1=O (configuration not stated)	-2.4	-2.0	0.5	48.7*	58.4*	-4.0	.	.	-2.0
CCOC(=O)C1CCCN(C(=O)c2cc(Nc3ccc(OC)cc3OC)nc3ccccc23)C1 (configuration not stated)	-3.0	7.4	-2.0	1.9	22.6	6.0	1.0	6.8	6.0
Cc1c(NC(=O)Nc2ccc3c(c2)OCO3)c(=O)n(-c2ccccc2)n1C	-3.4	-0.6	3.5	-1.9	6.9	1.6	3.1	-11.8	1.4
CCCOc1ccc(-c2nc3c(c(=O)[nH]c(=O)n3Cc3ccccc3)n2CCO)cc1OCC	-9.4	-1.7	-4.6	3.9	-2.5	-15.5	11.8	-5.7	-3.9
CCCCC/C=C/C1=CC(=O)C[C@H](c2ccc(OC)cc2)C1	-6.8	-0.1	-4.7	.	2.2	.	-3.9	-4.8	4.0
CC1=C(C(=O)OCc2ccccc2)C(c2ccccc2-c2ccccc2)NC(=O)N1CCCCCC(=O)O (configuration not stated)	3.5	-4.0	-3.3	-5.9	-3.2	9.8	4.7	15.2	-6.4
CCOC(=O)C[C@H]1c2cc(F)ccc2S(=O)(=O)N1c1ccccc1	2.8	-1.4	1.3	-0.9	2.8	-6.0	-2.6	-2.5	2.8
CCC(C)(C(=O)Nc1ccc(OC)cc1)N(C)C(=O)Cn1nnnc1N (configuration not stated)	-12.6	-1.2	4.0	14.0	18.8	-2.0	9.5	-5.6	3.0
N#CC(c1ccccc1)c1ccc(=O)[nH]n1 (configuration not stated)	-20.4	-0.5	-1.3	3.3	5.1	3.1	-4.5	-7.4	-0.1
Cc1ccccc1NS(=O)(=O)c1cc(C(=O)Nc2cccc([N+](=O)[O-])c2)ccc1C	-1.3	-4.0	-29.5	-26.9	-7.9	-10.2	-8.0	-59.1	-42.5
CN(C)S(=O)(=O)c1ccc(C(=O)Nc2ccc(S(=O)(=O)NC3=NCCCCC3)cc2)cc1	-0.7	-1.7	1.0	-4.8	5.8	1.0	1.2	-2.4	-1.3
COc1cc(/C=N/N=C2\CC3CCC2(C)C3(C)C)ccc1O (configuration not stated)	-8.8	-2.2	-1.3	-1.3	1.6	1.7	0.7	3.8	2.6
CCn1c2ccccc2c2nnc(SCCCn3c(=O)[nH]c4ccccc43)nc21	-9.5	2.5	4.5	-23.9	-27.2	1.8	6.1	5.6	6.5
COC(=O)C1=C(NC(C)=O)CCS1	5.4	-0.8	-3.7	3.2	-1.2	-2.1	2.9	-6.3	-4.3
COC(=O)c1ccc(NC(=O)N2CCCC(C(=O)c3ccccc3OC)C2)cc1 (configuration not stated)	-2.3	-0.2	-1.6	-10.8	-11.1	3.8	12.1	-0.8	-6.5
O=S(=O)(NC1CCSc2ccccc21)c1ccc(Cl)nc1 (configuration not stated)	-3.5	2.2	-2.4	0.8	-2.9	-10.4	3.1	7.3	-1.5
C[C@H](CO)N1C[C@H](C)[C@@H](CN(C)C(=O)NC2CCCCC2)Oc2ccc(NS(=O)(=O)c3ccccc3)cc2C1=O	.	1.2	.	.	5.3	.	-6.7	5.8	.
COc1ccc(C(=O)N/N=C/c2c(C)[nH]c(=O)[nH]c2=O)cc1	10.5	-4.6	2.2	7.3	-1.7	7.2	6.9	3.7	0.2
COc1ccc(/C=C2\SC(=S)N(CCC(=O)NCCc3ccc(O)cc3)C2=O)cc1	-10.5	-3.2	-24.4	-8.0	13.4	-5.3	-21.7	-36.5	-54.0
Cc1nnc(NC2CCCCC2)[nH]c1=O	-1.1	0.1	0.3	-3.3	-3.2	-1.7	-2.6	-1.1	1.2
CCOc1ccc(Nc2nc3ccccc3n2C)cc1	0.1	0.9	-0.8	3.6	-2.6	2.2	1.8	-0.3	1.1
C=CCN1c2ccc(Br)cc2C(=O)CS1(=O)=O	6.3	-5.7	1.0	.	-0.7	.	-3.5	-9.2	3.5
CCOC(=O)c1nn(-c2ccc(C)c(C)c2)c(=O)c(C#N)c1C	-15.0	-7.9	-0.7	5.1	7.9	2.7	10.1	6.0	16.3
COc1ccc(N2CCN(C(=O)c3ccc(Oc4ccc(C(F)(F)F)cn4)cc3)CC2)cc1	6.0	0.5	0.9	3.4	27.5	4.8	13.5	2.7	19.3
CN(Cc1ccccc1)CC(O)COc1ccc(CNCCc2ccncc2)cc1 (configuration not stated)	5.2	0.2	1.6	8.1	5.7	7.9	-4.0	-2.3	-1.5
O=c1cc(-c2cccc([N+](=O)[O-])c2)[nH][nH]1	-3.5	52.0*	-1.9	37.9*	3.4	13.6	6.8	-4.0	4.5
Cc1nnc(NC(=O)CSc2nnc(CNC(=O)c3ccc(S(=O)(=O)N(C)C)cc3)o2)s1	-9.6	-6.0	-1.0	8.4	-6.2	-0.5	-11.7	4.6	-0.5
CCOc1ccccc1/C=C(\C#N)C1=CCCC1	8.1	-3.7	-3.0	0.6	-0.6	-7.9	9.8	0.3	2.9
Cc1cccc(-n2c(N)cc(=O)nc2SCC(=O)Nc2ccccc2)c1	-10.7	-2.3	-0.7	9.4	-10.5	8.2	5.6	6.6	-1.8
Cc1ccc(NC(=O)NCc2cccnc2)cc1	8.1	0.0	0.4	3.3	-5.2	1.3	1.1	-3.8	-3.4
COC(=O)C1CCN(C(=O)c2cc(S(=O)(=O)N3CCCCC3)ccc2Cl)CC1	18.6	-2.4	2.8	.	4.3	.	3.6	-5.9	-2.5
